PLC-gamma1 inh = blocks human PLC-gamma1 enzyme activity. purified PLC-gamma1, fluorogenic substrate, fluorescence. P19174. hit rate 0.84% among 370,000. inhibition, % at 12.2 µM; in the data active = inhibition above about 9.5%
ARFGAP1 inh = rat ARFGAP1 inhibition. AID 651572. Arfgap1-stimulated ARF1 GTP hydrolysis, GDP FP detection. inhibition, % at 16.5 µM. hit rate 0.26% among 360,000;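 active = inhibition above a per-plate limit, mean inhibition of low control wells plus 3 SD, cut at about 25% in these data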;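 also: 0% = DMSO wells with enzyme and 100% = wells lacking Arfgap1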
Target sequence (Q62848 1-136 limits assumed): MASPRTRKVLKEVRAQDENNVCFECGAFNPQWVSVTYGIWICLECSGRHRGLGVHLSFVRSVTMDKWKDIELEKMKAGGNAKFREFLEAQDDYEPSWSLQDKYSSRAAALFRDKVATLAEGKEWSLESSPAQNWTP
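Assay system: Rat Arfgap1 GAP domain (His6, aa 1-136), purified enzyme | Buffer or medium: HEPES 25 mM pH 7.5, NaCl 150 mM, MgCl2, DTT | Schedule: GTP hydrolysis reaction 2 h at 25 °C | Signal: FP of antibody-bound GDP Alexa 633 tracer, ex 620/em 688 nm | Measure: Percent inhibition of Arfgap1-stimulated GTP hydrolysis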
PLC-beta3 inh = PLC-beta3 (human) inhibition, primary screen; hit rate 0.18% among 370,000; inhibition, % at 12.2 µM; Purified PLC-beta3, fluorogenic substrate, fluorescence; Q01970; in the data active = inhibition above about 11%;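 also: 0% = median of compound wells on plate and 100% = full blocker control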
UHRF1 binding = UHRF1 methyl-DNA binding inhibition | Q96T88 | UHRF1 binding to methylated oligo, TR-FRET | inhibition, % at 4.4 µM | hit rate 0.75% among 370,000; in the data active = inhibition above about 21%;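 also: UHRF1 SRA domain binding a hemimethylated CpG hairpin DNA probe; 0% = median of test compound wells and 100% = reference inhibitor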
KLK7 zymogen act = activators of human kallikrein-7 zymogen; P49862; purified proKLK7, EDANS-DABCYL substrate fluorescence; 100% is mature enzyme control, 0% vehicle; activation, % at 7 µM; hit rate 0.9% among 370,000; AID 652039;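 active = activation above the mean of all tested compounds plus 3 SD, computed per campaign excluding outliers beyond control limits, cut at about 13% in these data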
Target sequence (P49862 whole entry, looked up): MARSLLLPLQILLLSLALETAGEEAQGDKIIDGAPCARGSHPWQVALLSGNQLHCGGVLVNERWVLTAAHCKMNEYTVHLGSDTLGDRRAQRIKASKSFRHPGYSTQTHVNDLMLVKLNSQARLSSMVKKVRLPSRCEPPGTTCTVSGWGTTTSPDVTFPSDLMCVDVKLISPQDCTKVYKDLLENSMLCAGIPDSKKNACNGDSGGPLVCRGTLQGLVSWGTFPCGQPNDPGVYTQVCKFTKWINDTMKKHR
ASAP1 inh = blocks human ASAP1-stimulated Arf1 GTP hydrolysis; hit rate 0.19% among 360,000; AID 624377; Q9ULH1; inhibition, % at 16.5 µM; GDP FP detection; in the data active = inhibition above about 25%;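 also: 0% = vehicle with enzyme and substrate and 100% = no enzyme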
Target sequence (Q9ULH1 325-724 limits assumed): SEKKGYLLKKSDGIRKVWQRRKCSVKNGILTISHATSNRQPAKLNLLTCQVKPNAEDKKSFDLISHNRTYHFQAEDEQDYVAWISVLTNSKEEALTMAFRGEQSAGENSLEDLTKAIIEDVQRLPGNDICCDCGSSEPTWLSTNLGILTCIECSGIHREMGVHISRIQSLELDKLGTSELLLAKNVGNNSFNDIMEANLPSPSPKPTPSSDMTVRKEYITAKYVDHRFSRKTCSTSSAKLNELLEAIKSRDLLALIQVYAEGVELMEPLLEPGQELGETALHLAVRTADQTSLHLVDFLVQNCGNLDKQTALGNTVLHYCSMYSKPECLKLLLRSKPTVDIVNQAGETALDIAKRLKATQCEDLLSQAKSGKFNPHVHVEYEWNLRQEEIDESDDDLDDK
DDE Tn7 FP inh = DD(E)-Tn7 binding inhibition, primary FP screen | P02675 | FP displacement of FITC-Tn7 peptide from fibrin DD(E); 0% = median of compound wells per plate | inhibition, % at 8.3 µM | hit rate 0.13% among 370,000 | AID 720508;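 active = inhibition above the mean of compounds falling within the control limits plus 3 SD of them, cut at about 14% in these data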;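 also: 0% = plate median of compound wells and 100% = 10 µM Aha-Tn7 peptide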
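assay system = human clot-derived fibrin DD(E) complex | quantity = Fibrin-DD(E) at 2 µM final | timing = 10 min preincubation, 3 h with tracer, room temperature | signal = fluorescence polarization | measure = percent inhibition | benchmarks = high control wells with 10 µM unlabelled Aha-Tn7 peptide (full inhibition) | replicates = singlicate testing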
NR1D1 modulator = modulates human Rev-erb alpha binding to DNA; Rev-erbα–FITC-DNA binding, fluorescence polarization, 90 min; activity, % at 10 µM; hit rate 0.79% among 370,000; AID 1259318;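 active = activity above about 14%, limit read from the data; passing the limit was not always enough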;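 also: 0% = DMSO wells with 35 nM protein and 100% = DMSO wells with 750 nM protein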
sPLA2-III inh = Inhibits HGIII-sPLA2 liposome hydrolysis, primary screen. Q9NZ20. QFRET BODIPY PC-A2 liposome hydrolysis, fluorescence. inhibition, % at 12.2 µM. hit rate 0.56% among 370,000. AID 743126;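 active = inhibition above mean plus 3 SD of compounds lying within the high and low control bounds, cut at about 19% in these data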;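 also: 0% = median of test compound wells and 100% = no enzyme DMSO wells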
DDE Tn6 FP inh = disrupts Tn6 cyclic peptide binding to fibrin D-Dimer-E complex; P02675; Fibrin DD(E) TRITC-Tn6 fluorescence polarization displacement; inhibition, % at 8.3 µM; hit rate 0.21% among 370,000;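 active = inhibition above a per-campaign cutoff: mean of compounds within control limits plus 3 SD, cut at about 15% in these data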;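 also: 0% = median of all compound wells on the plate and 100% = blocking peptide control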
* = called active by the depositor; & = joins results of further samples.

SMILES	PLC-gamma1 inh	ARFGAP1 inh	PLC-beta3 inh	UHRF1 binding	KLK7 zymogen act	ASAP1 inh	DDE Tn7 FP inh	NR1D1 modulator	sPLA2-III inh	DDE Tn6 FP inh
COc1ccc(S(=O)(=O)Nc2cccc(-c3ccc(N4CCCCCC4)nn3)c2)c(OC)c1	-7	1	-9	4	-0.5	8	-2	1	-15	-5
CC1(C)c2[nH]c3ccccc3c2C[C@@H]2C(=O)N(Cc3ccccc3F)C(=O)N21	-9	23	-17	5	0.7	22	1	-2	-19	-1
NS(=O)(=O)c1ccc(NC(=O)CN2CCCC2)cc1	3	4	2	0	-0.1	-1	-3	-6	5	6
C=CCc1cc(Cl)ccc1OCCCNC(C)CC (configuration not stated)	4	12	3	2	-0.2	-12	5	-2	0	5
C/C=C(\C)C(=O)N1CCC(C(=O)c2ccccc2)CC1	3	3	0	-1	-0.2	-10	-1	1	-2	-2
CCn1c(=O)c2c(nc(SCC(=O)NCC3CCCO3)n2C)n(C)c1=O (configuration not stated)	0	8	1	0	-0.6	-3	-6	1	0	-3
CCCCN1C(=O)C2C(c3ccc(OC)cc3O)NC(CC(C)C)(C(=O)O)C2C1=O (configuration not stated)	2	-6	1	1	-0.3	6	0	2	0	-3
O=C(O)CCCn1cc(NC(=O)COc2cc(F)ccc2[N+](=O)[O-])cn1	-1	-4	0	-1	0.5	1	-3	5	0	-3
CC1(C)Cc2ccccc2-c2nnc(-c3ccccc3)n21	1	-5	1	0	-0.5	0	0	2	0	-2
COc1cc(Cl)ccc1OCc1cc(C(=O)NCC(C)(C)N2CCOCC2)no1	3	9	-2	-2	0.5	2	-5	4	-9	10
CN(Cc1c(F)cccc1Cl)c1nnnn1-c1ccccc1	-1	-10	-4	-1	-0.8	15	-9	1	-7	2
Cn1c(SCC(=O)N2CCCC2=O)nc2ccccc21	-1	0	1	-1	0.3	-5	3	2	0	2
O=C1c2ccccc2C(c2nnnn2Cc2ccccc2)N1Cc1cccnc1 (configuration not stated)	-1	2	2	4	-0.5	4	5	5	8	4
O=C(CN1C(=O)NC2(CCCC2)C1=O)OCCOc1cccc(Cl)c1	3	-2	-4	-1	0.0	-3	4	1	-3	-1
C/C(=N\O)C1/C(=N/O)CC2C1C2(C)C (configuration not stated)	1	4	0	3	-0.2	-4	1	-2	2	4
COc1ccccc1CNC(=O)CSC(=S)N1CCCC1	2	4	-4	-1	-0.3	-10	3	-3	-1	1
O=[N+]([O-])c1ccc(O)c(-c2nn[nH]n2)c1	1	18	1	0	0.4	-17	-1	6	-9	-7
Clc1cccc(Nc2ncnc3ccc(Br)cc23)c1	-80	-11	-79	-4	0.8	4	8	16	-15	-4
CC(O)(c1ccncc1)c1nc(-c2cccc(C(F)(F)F)c2)cs1 (configuration not stated)	6	13	2	-1	0.0	19	-5	-4	-2	8
Cc1ccc(S(=O)(=O)N2[C@@H](c3ccc(F)cc3)C(C(=O)O)=CC[C@H]2c2cccc(Cl)c2)cc1	-3	-1	-1	-2	0.1	5	-4	-4	-1	-2
COC(=O)c1ccsc1NC(=O)CCS(=O)(=O)c1ccc(Cl)cc1	-7	-1	-14	-1	0.2	-13	0	1	-8	2
CCOc1ccc(NC(=O)CN(C)C(=O)c2cc3c(s2)CCC3)cc1OCC	-4	-2	-3	27*	-0.9	9	10	-33	7	1
O=C(COc1ccccc1)NCc1ccc(-n2cccc2)cc1	-2	-8	0	-2	0.9	-8	5	-6	-18	2
NS(=O)(=O)c1ccc(NC(=O)CCCCCN2C(=O)c3ccccc3C2=O)cc1	-1	6	0	0	-0.7	-2	4	10	-8	0
Nc1nccc(NCCSCc2ccccc2)n1	0	4	7	1	-0.1	6	-6	-5	-7	-8
CC1(C(=O)NCCCN2CCCC2=O)CCN1CCc1ccccc1 (configuration not stated)	-2	-3	0	0	-0.2	5	11	-1	-2	2
COc1ccc(NC(=O)c2ccc(COc3ccccc3Br)o2)c(OC)c1	-6	5	-16	2	0.9	10	-3	8	-18	3
CCc1ccccc1N1CC(C(=O)O)CC1=O (configuration not stated)	4	-5	1	0	0.4	-2	-1	0	2	-1
O=C(NCc1ccccc1Cl)C(=O)c1cn(CC(=O)N2CCOCC2)c2ccccc12	1	9	-4	5	0.0	-13	0	1	-9	-2
Cc1nn(C)c2nc(-c3cccs3)cc(C(F)(F)F)c12	-6	5	-4	0	-3.2	-8	0	1	3	-5
COc1cccc(C(=O)Nc2cc3c(cc2N2CCOCC2)n(C)c(=O)n3C)c1	-3	-4	-6	-1	-0.3	12	-1	1	-4	2
CC(=O)c1c(C)[nH]c(C(=O)COC(=O)c2cccc(S(=O)(=O)N(C)c3ccccc3)c2)c1C	2	5	1	2	0.1	13	-6	0	-1	-1
O=C(CSc1nnc(CNC(=O)c2ccco2)o1)Nc1cccc(C(F)(F)F)c1	-1	3	-10	4	-0.8	4	-7	3	5	-4
CCCn1c(N)c(N(CCOC)C(=O)c2ccc(S(=O)(=O)N3CCOCC3)cc2)c(=O)[nH]c1=O	-3	-10	-8	-2	0.4	1	-5	-1	3	-6
CCOC(=O)[C@@H]1[C@H]2COc3cc(OC)ccc3[C@@H]2N2C(=O)N(c3ccc(Br)cc3)C(=O)[C@]12C	-1	-7	0	0	0.2	0	10	0	3	-1
Cc1cc(Cl)ccc1OCCCC(=O)N1CCCCC1	-6	10	4	-1	0.2	-1	-5	1	-3	-1
CCOC(=O)c1oc2c(CN3CCN(C)CC3)c(O)ccc2c(=O)c1-c1ccc(Br)cc1	-3	3	-10	0	0.7	8	-4	7	-3	8
Cc1ccc2nc(-c3ccccc3)c(CN3CCSCC3)n2c1	4	14	2	4	-0.1	0	-10	-1	3	-2
COC(=O)c1ccccc1NC(=O)Cn1cnc2cc(C)c(C)cc21	2	-1	2	2	0.1	0	2	0	-13	-1
CC(OC(=O)c1ncc(Cl)c(Cl)c1Cl)C(=O)NC1CCCCC1C (configuration not stated)	0	15	-4	1	-0.2	5	-5	-6	-3	-5
CCOCCCn1c(SCC(=O)Nc2ccc(C(N)=O)cc2)nc2ccccc2c1=O	0	0	-2	-2	0.1	-3	2	-5	1	-3
COc1ccc(Cl)cc1NC(=O)NCC1CCN(Cc2ccccc2F)CC1	3	11	-2	-1	0.5	0	5	1	-30	0
Cc1ccc(S(=O)(=O)N(CC(=O)Nc2cccnc2)c2cccc(Br)c2)cc1	6	5	0	-3	0.2	4	1	2	-32	3
COc1ccc(CCn2c(=N)c(S(=O)(=O)c3ccccc3)cc3c(=O)n4ccccc4nc32)cc1	-6	-6	-14	-1	0.7	-11	1	-3	3	0
COc1cccc(CN2CC(C(=O)N3CCCO3)CCC2=O)c1 (configuration not stated)	3	-7	-2	1	0.7	-3	-4	-1	7	-2
CCc1ccc(/C=C2/SC(=S)N(CCC(=O)Nc3cccnc3)C2=O)cc1	-1	-7	-4	1	0.0	-2	1	-6	-1	0
COc1cccc(C(=O)C2CCCN(Cc3cccc(-n4cccn4)c3)C2)c1 (configuration not stated)	-1	-5	-7	-3	0.2	0	1	2	-10	0
CCCCC(=O)N(c1ccc(C(=O)O)cc1)c1nc(-c2ccc(Cl)cc2)c(CC)s1	3	-2	4	2	0.1	1	8	12	10	3
COc1ccc(C2(CCN)CC(C)N(C)CC2C)cc1 (configuration not stated)	-3	-5	-3	1	0.1	-13	6	3	3	6
S=C1SCCN1Cc1ccccc1	4	3	0	14	-0.3	6	2	-7	2	4
CC1(C)Oc2ccc3ccc(=O)oc3c2[C@H](O)[C@H]1O	-28	-7	-46	0	1.7	1	-9	6	7	-1
COc1ccccc1NC(=O)Cn1c(=O)n2nc(C)nc2c2ccccc21	2	-11	-1	-2	0.2	-8	0	-3	0	-4
Cc1c(Cl)cccc1NC(=S)N1CCN(Cc2ccc3c(c2)OCO3)CC1	1	-13	4	-3	-0.3	-9	-2	0	1	-2
N#Cc1c(N2CCOCC2)nsc1-c1ccc(C(F)(F)F)cc1	-12	-4	-21	-1	-0.8	-4	0	22*	1	-4
CCOc1ccc(Cl)cc1/C=N/NC(N)=O	0	-12	4	1	0.2	-4	-3	0	1	-6
N#CCCN(CCC#N)S(=O)(=O)c1ccc(C(=O)Nc2nnc(C3=COCCO3)o2)cc1	3	17	-2	0	1.6	1	1	0	-3	0
C/C(O)=C(/C=NCC(=O)O)C(=O)Nc1nccs1	-8	-1	-11	0	-2.6	-8	4	-2	1	-2
Cc1ccccc1C(=O)NC(NCC1CCCO1)C(Cl)(Cl)Cl (configuration not stated)	0	7	-2	5	-0.4	4	-3	1	6	0
CS(=O)(=O)N(CC(=O)NCCSCc1cccc(Cl)c1)c1ccc(F)cc1	-1	-9	-6	-9	0.5	8	7	0	-9	4
Cc1ccc(S(=O)(=O)NCC(=O)N2CCOCC2)cc1	5	0	2	2	0.1	-3	1	-1	5	0

Complete entries, looked up by structure. Order of values: PLC-gamma1 inh	ARFGAP1 inh	PLC-beta3 inh	UHRF1 binding	KLK7 zymogen act	ASAP1 inh	DDE Tn7 FP inh	NR1D1 modulator	sPLA2-III inh	DDE Tn6 FP inh
CC1(C)Oc2ccc3ccc(=O)oc3c2[C@H](O)[C@H]1O in the list: -28	-7	-46	0	1.7	1	-9	6	7	-1
CCOc1ccc(Cl)cc1/C=N/NC(N)=O in the list: 0	-12	4	1	0.2	-4	-3	0	1	-6
Cc1c(Cl)cccc1NC(=S)N1CCN(Cc2ccc3c(c2)OCO3)CC1 in the list: 1	-13	4	-3	-0.3	-9	-2	0	1	-2

Next section.
SMILES	PLC-gamma1 inh	ARFGAP1 inh	PLC-beta3 inh	UHRF1 binding	KLK7 zymogen act	ASAP1 inh	DDE Tn7 FP inh	NR1D1 modulator	sPLA2-III inh	DDE Tn6 FP inh
C[C@]12C=CC(=O)C=C1CC[C@@H]1[C@@H]2C(=O)C[C@@]2(C)[C@H]1CC[C@]2(O)C(=O)CO	0&-2	9&-6	4&-1	-3&2	0.0&-0.1	1&-13	-3&4	-3&-1	-2&-2	-2&-2
O=C(NCC1CC1)c1ccc2nc([C@@H]3O[C@H](CO)[C@H](O)[C@H](O)[C@H]3O)[nH]c2c1	-1	2	2	1	-0.4	5	5	1	4	-3
Cn1c(=O)c2c(nc(N3CCN(C(=O)c4ccco4)CC3)n2CCSc2ncccn2)n(C)c1=O	1	6	-5	1	0.0	11	-5	1	-3	-6
Cc1nc(C)c(C(=O)O)c(-c2ccsc2)c1C(=O)O	2	8	-4	4	-0.2	10	-3	-5	2	-3
Nc1nc2ccc(-c3nc4ccccc4o3)cc2s1	-222	15	-238	-3	-15	14	-2	-3	-14	-11
C=CCNC(=S)Nc1ccc2nc(C)oc2c1	-1	5	-8	-1	-0.3	10	-1	-4	3	1
CCCC(=O)Nc1nc2nc(-c3ccccc3)cc(-c3ccccc3)n2n1	-10	0	-10	-2	-0.2	0	7	-4	-5	2
CCOc1ccc(NC(=O)CN2CCN(c3ccc(F)cc3)CC2)cc1	3	0	-8	2	0.4	3	-5	-7	5	-4

High-throughput results deposited in PubChem by several laboratories.
